MBNL1-CUG inh: inhibitors of human MBNL1 binding to CUG repeat RNA; Potency, µM (titrated, usually from 57.5 µM), without a hit: top-dose activity change, negative = inhibition, most hits filed as inhibitors; Q9NR56; TR-FRET MBNL1-His/biotin-(CUG)12 binding, 665/545 ratio; hit rate 0.036% among 280,000; AID 2675; active = well fitted inhibition curve with a large enough effect in the signal ratio, with a control signal flat, not every such curve was filed as active; inconclusive = small, poorly fitted or top-dose-only effect, or effect the other way, or a change in a side signal; inactive = no such curve, though single readings can be large or run the other way; the % refers to the signal ratio; note: potency is the fitted concentration of half-maximal effect; % is set by controls: 0 for no effect and ±100 for the full control effect
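Inhibition of protein-RNA binding appears as loss of TR-FRET between terbium anti-His antibody on MBNL1-His and streptavidin-XL665 on biotin-(CUG)12. Activity is normalized to buffer-only and uninhibited-complex controls.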
A-T KAP1 phos: potential ataxia-telangiectasia treatments restoring KAP-1 phosphorylation. hit rate 0.19% among 320,000. Potency, µM (series often up to 57.5 µM), for the others: at the highest dose activation, most hits filed as activators. […] A-T fibroblasts, KAP-1 phosphorylation AlphaLISA; neocarzinostatin DNA damage 30 min before lysis. AID 485349; note: potency is the fitted concentration of half-maximal effect; % of control where 0% means no effect; nearly all actives have a fitted effect of over 45% in size
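hTERT-immortalized A-T patient fibroblasts ([…]), 500 cells/well in OPTI-MEM, 1% FBS, got compounds for 60 min, then NCS for 30 min at 37C. Lysates were then assayed for phospho-KAP-1 by AlphaLISA (anti-pKAP1 donor, anti-KAP1 acceptor beads), 6 hr at 25C.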
a7 integrin act: integrin-mediated muscular dystrophy alleviation activation; alpha7betagal myoblasts, beta-gal FDG fluorescence, 48 h; Potency, µM (titrated, usually from 38.3 µM), for inactives: at the highest dose activation, usual class: activators; hit rate 0.064% among 350,000;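 note: potency is the fitted concentration of half-maximal effect; 100% = response of the positive control SU9516; nearly all actives have a fitted effect of over 60% in size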
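alpha7betagal+/- myoblasts (passage 13, 250/well) treated 48 h at 37C with compounds at 1:260 dilution of DMSO stock. Lysed, then beta-galactosidase activity read as FDG fluorescence (ex 480/em 540) after 30 min, with pre-read for autofluorescence.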
KCNH2 3.1 inh: inhibitors of human KCNH2 3.1 potassium channel isoform. activity change, % (tested at about 1.8 µM). U2OS KCNH2 3.1, thallium flux FluxOr; stronger effect = lower value. hit rate 0.95% among 340,000;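 active = maximum activity change below -70%; inconclusive = maximum activity change from -70% to -50%; inactive = maximum activity change above -50%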;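 note: thallium influx rate constant from kinetic fluorescence after stimulation buffer; % is set by controls: 0 for no effect and ±100 for the full control effect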
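U2OS cells transduced with KCNH2 3.1 mutant virus (1.77 x 10^8 /mL, 4 h), plated overnight at 37 C, loaded 45 min with FluxOr dye plus Red40 quencher. Thallium flux rate constant from kinetic reads after stimulation buffer, normalised to controls.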
FBPA coupling cs: inhibits coupling enzyme system, counter-screen for aldolase hits; hit rate 0.67% among 290,000; coupling enzyme system counterscreen, AmpLite Red fluorescence; activity change, negative = inhibition, % at 58.2 µM, hits read low; in the data active = activity change below about -30%; note: % is set by controls: 0 for no effect and ±100 for the full control effect
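Counterscreen lacking aldolase: glyceraldehyde-3-phosphate coupling-enzyme reagent preincubated 10 min at RT with compound (at 57.5 uM final), then substrate/coupling system with AmpLite Red added; fluorescence read at 525/598 nm after 20 min RT.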
GALK inhibitor: inhibitors of human galactokinase | Purified GALK, Kinase-Glo residual ATP luminescence | Potency, µM (titrated, usually from 57.5 µM), inactives show top-dose activity change, negative = inhibition, usual class: inhibitors | AID 1868 | hit rate 0.007% among 270,000 | P51570; note: potency is the fitted concentration of half-maximal effect; % is set by controls: 0 for no effect and ±100 for the full control effect
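Galactose (100 uM) and ATP (35 uM) were turned over by 5 nM GALK for 1 h at RT. Kinase-Glo Plus then converted the remaining ATP into a luminescent signal.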
S-ASM inh: human S-ASM enzyme inhibition | P17405 | Potency, µM (titrated, usually from 57.5 µM), inactives show at the top dose activity change, negative = inhibition, most hits filed as inhibitors | AID 504937 | placental ASM, HMU-PC fluorogenic substrate, 60 min | hit rate 0.006% among 340,000; note: potency is the fitted concentration of half-maximal effect
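qHTS format. ASM enzyme prepared from human placenta hydrolyses the fluorogenic substrate HMU-PC0 (9 uM final) over 60 min at 37 °C after a 10 min compound preincubation.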
KCNH2 WT inh: inhibitors of human wildtype KCNH2 potassium channel. hit rate 0.37% among 340,000. activity change, % at 1.84 µM. AID 720551. Q12809. U2OS, BacMam KCNH2, thallium flux FluxOr; stronger effect = lower value;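 active = maximum activity change below -70%; inconclusive = maximum activity change between -70% and -50%; inactive = maximum activity change above -50%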; note: % is set by controls: 0 for no effect and ±100 for the full control effect
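U2OS cells transduced with wild-type KCNH2 virus are loaded with FluxOr dye for 45 min, and thallium flux is measured in kinetic reads before and after stimulation buffer. Rate constants are normalized to DMSO controls.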
TRPV1 agonist: agonists of human vanilloid receptor 1 (TRPV1); Q8NER1; TRPV1-expressing cells, Fluo-8 calcium influx, agonist mode; activation, % at 8.33 µM; hit rate 0.19% among 320,000; AID 540275; in the data active = activation above about 80%; inconclusive = between about 30% and that limit; note: 0% is about no effect
Target sequence (Q8NER1 whole entry, looked up): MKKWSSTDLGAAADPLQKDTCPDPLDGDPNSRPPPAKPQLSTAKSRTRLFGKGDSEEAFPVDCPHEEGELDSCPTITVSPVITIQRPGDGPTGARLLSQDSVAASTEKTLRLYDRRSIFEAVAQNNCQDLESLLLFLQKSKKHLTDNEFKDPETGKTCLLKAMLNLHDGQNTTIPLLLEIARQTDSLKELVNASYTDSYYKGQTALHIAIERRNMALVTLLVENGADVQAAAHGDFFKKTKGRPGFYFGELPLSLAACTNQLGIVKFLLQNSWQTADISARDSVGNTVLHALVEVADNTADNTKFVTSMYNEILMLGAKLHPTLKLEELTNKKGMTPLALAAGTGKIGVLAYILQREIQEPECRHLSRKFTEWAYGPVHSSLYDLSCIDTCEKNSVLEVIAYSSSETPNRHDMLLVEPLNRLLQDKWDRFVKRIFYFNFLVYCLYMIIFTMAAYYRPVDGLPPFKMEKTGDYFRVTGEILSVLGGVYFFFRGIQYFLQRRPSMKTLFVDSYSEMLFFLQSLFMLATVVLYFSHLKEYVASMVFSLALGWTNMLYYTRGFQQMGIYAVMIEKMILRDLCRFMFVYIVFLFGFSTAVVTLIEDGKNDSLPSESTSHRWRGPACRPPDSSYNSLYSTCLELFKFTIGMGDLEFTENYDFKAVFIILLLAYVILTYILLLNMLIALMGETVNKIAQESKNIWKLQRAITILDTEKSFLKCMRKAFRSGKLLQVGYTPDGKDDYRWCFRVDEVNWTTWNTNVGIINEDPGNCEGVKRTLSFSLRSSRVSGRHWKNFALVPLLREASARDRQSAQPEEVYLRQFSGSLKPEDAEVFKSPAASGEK
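Cells expressing TRPV1 were dye-loaded with Fluo-8 and read kinetically: 10 s baseline, 3 min after compound (agonist portion), then 2 min after EC20 capsaicin (allosteric enhancer portion). Calcium-bound dye fluorescence at 480/520 nm.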
CXXC DNA block: inhibitors of human MLL CXXC domain-DNA interaction; AID 2662; Potency, µM (top dose mostly 115 µM), inactives show at the top dose activity change, negative = inhibition, usual class: inhibitors; Q03164; hit rate 0.037% among 290,000; MLL-CXXC / FITC-HOXA9 DNA fluorescence polarization; active = well fitted inhibition curve with a large enough effect in the polarisation, with a control signal flat, not every such curve was filed as active; inconclusive = small, poorly fitted or top-dose-only effect, or effect the other way, or a change in a side signal; inactive = no such curve, though single readings can be large or run the other way; the % refers to the polarisation; note: potency is the fitted concentration of half-maximal effect
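Steps: dispense CXXC domain solution (7 uM) → pin compounds or unlabeled HOX-A9 DNA control → 5 min ambient → add FLSN-HOX-A9 solution (50 nM) → spin → 30 min ambient → fluorescence polarization. Tris pH 7.5/NaCl/DTT/BSA buffer.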
* hit, by the source's call; ? = inconclusive; . = no result given; & = joins results of further samples; [ ] = another dose, or the depositor's remark. Unless noted, calls come from the whole dose curve; as a rule, active = well fitted curve in the direction sought with a large enough effect; inconclusive = small, poorly fitted or top-dose-only effect, or another doubt; inactive = no such curve, though single readings can be large; an effect the other way counts as inactive or inconclusive. This is a random part of the collection. About 2% of those tested had a hit in this group.

SMILES | MBNL1-CUG inh | A-T KAP1 phos | a7 integrin act | KCNH2 3.1 inh | FBPA coupling cs | GALK inhibitor | S-ASM inh | KCNH2 WT inh | TRPV1 agonist | CXXC DNA block
COC(=O)c1sccc1NC(=O)c1cc(-c2ccc(C)cc2C)nc2ccccc12 | -1% | 7% | 2% | -9 | -2 | -1% | -4% | 4 | -1 | 13%
C/C(=N\NC(=O)c1ccc(CN2CCOCC2)cc1)c1ccc([N+](=O)[O-])cc1 | . | -1% | 0% | -2 | 5 | 1% | -2% | 2 | 12 | 2%
Cc1ccc(NC(=O)CSc2ncnc3ccccc23)cc1S(=O)(=O)N1CCCCCC1 | 52%[activator] | 7% | -25% | 2 | 0 | -1% | -2% | -5 | 0 | 14%
Cc1cc2oc(=O)cc(-c3cc4ccccc4o3)c2cc1O | 20% | -4% | -4% | -30 | -2 | 0% | 0% | -4 | 30 | 10%
COc1cc2c(cc1OC)C(C)N(C(=O)c1c(-c3ccccc3)noc1C)CC2 (stereo not drawn) | -6% | -9% | 0% | 17 | 1 | 1% | 1% | 0 | 2 | -9%
COCCN1C(=O)N(C)[C@@H](c2ccccc2)C(C(C)=O)=C1C | -5% | -3% | 11% | 31 | 1&0 | 0% | 6% | -3 | 4 | 9%
CN(C(=O)CSc1nnc(C2CC2)n1C)C1CCCc2ccccc21 (stereo not drawn) | . | 4% | 10% | -11 | . | . | 0% | 13 | -1 | .
COc1cccc(/C=N/NC(=O)c2ccc(=O)n(C)c2)c1O | . | -6% | 20% | -7 | 3 | 0% | -2% | -9 | -2 | ?
Cc1ccc(S(=O)(=O)N2CCOCC2)cc1NC(=O)COc1ccc(-c2nnco2)cc1 | -5% | 1% | 19% | 24 | -1 | 9% | 1% | -2 | 1 | -1%
CCCCN(CCCC)CCNC(=O)CN1C(=O)CSc2ccc(S(=O)(=O)N3CCCCC3)cc21 | -3% | -3% | 0% | -9 | 3 | 9% | 2% | 18 | 4 | 7%
Cc1cc2c(cc1S(=O)(=O)NCC(C)c1ccccc1)n(C)c(=O)c(=O)n2C (stereo not drawn) | 1% | -4% | 4% | 6 | 0 | . | -3% | -2 | -1 | .
CC1CCCCC12NC(=O)N(CC(=O)OCC(=O)c1ccc(OC(F)F)cc1OC(F)F)C2=O (stereo not drawn) | 5% | 4% | -4% | -6 | . | 5% | . | 2 | -1 | 29%
Cc1ccc(-c2noc(CCC(=O)Nc3cc(C)ccn3)n2)cc1 | 5% | 1% | -15% | -19 | -1 | 0% | 4% | -3 | -2 | 1%
O=C(COc1ccc(Br)cc1F)Nc1nnc(C2CC2)s1 | . | 11% | -32% | -2 | . | . | 0% | -1 | . | .
O=S(=O)(NCC1OCCc2ccccc21)c1ccc(S(=O)(=O)N2CCOCC2)cc1 (stereo not drawn) | -7% | 5% | 1% | 1 | 1 | 1% | 3% | 7 | 2 | -2%
O=C(Cc1cn2ccsc2n1)Nc1nc2c(s1)CCCC2 | 7% | 4% | 20% | 0 | 5 | 3% | 4% | 6 | -1 | 3%
CCC(=O)NC1=C(NC(C)c2ccccc2)C(=O)c2ccccc2C1=O (stereo not drawn) | ? | . | 9% | 2 | -46* | 2% | 7% | -3 | 4 | -3%
Fc1cccc(CSc2nc3ccncc3[nH]2)c1 | -2% | 7% | 30% | 3 | -1 | . | 2% | 8 | 7 | 3%
CCc1nn(-c2ccccc2)c2c1-c1cc(OC)c(OC)cc1C1(N2)C(=O)Nc2ccccc21 (stereo not drawn) | -3% | 3% | 10% | 6 | -2 | -1% | 37%[activator] | 41 | 1 | 17%
COc1c(C(=O)NNC(=O)c2ccccc2Cl)csc1Br | . | 4% | 0% | 18 | 2 | -4% | -4% | 1 | 6 | -1%
CCOc1cc(-c2nc3cc(C)ccn3c2NCC2CCCO2)ccc1O (stereo not drawn) | 8% | 5% | -20% | -13 | -1 | 3% | 63%[activator] | 0 | 2 | 1%
Cc1ccccc1OCc1n[nH]c(=S)n1Cc1ccccc1 | 3% | . | 0% | . | 6 | 1% | 4% | . | 2 | ?
COC(=O)c1sccc1NC(=O)c1ccc(Cl)s1 | 13% | -6% | 9%[7.66 µM] | 16 | -1 | 3% | 3% | -6 | 4 | 6%
CN(CC(=O)N1CCCC1)S(=O)(=O)c1ccc2ccccc2c1 | -6% | 1% | 30% | -8 | 1 | 11% | 0% | -17 | -1 | 11%
Cc1cc(C)n(-c2cc(C(C)(C)C)nc3c(-c4ccc(Cl)cc4)cnn23)n1 | -8% | -2% | -18% | -7 | 1 | -1% | ? | -7 | 7 | 1%

Profiles as entered above. Order of values: MBNL1-CUG inh | A-T KAP1 phos | a7 integrin act | KCNH2 3.1 inh | FBPA coupling cs | GALK inhibitor | S-ASM inh | KCNH2 WT inh | TRPV1 agonist | CXXC DNA block
Profile of Cc1cc2oc(=O)cc(-c3cc4ccccc4o3)c2cc1O = 20% | -4% | -4% | -30 | -2 | 0% | 0% | -4 | 30 | 10%
Profile of CC1CCCCC12NC(=O)N(CC(=O)OCC(=O)c1ccc(OC(F)F)cc1OC(F)F)C2=O (stereo not drawn) = 5% | 4% | -4% | -6 | . | 5% | . | 2 | -1 | 29%

Continued.
SMILES | MBNL1-CUG inh | A-T KAP1 phos | a7 integrin act | KCNH2 3.1 inh | FBPA coupling cs | GALK inhibitor | S-ASM inh | KCNH2 WT inh | TRPV1 agonist | CXXC DNA block
O=C(Nc1nnc(CCOCCOCCc2nnc(NC(=O)c3ccco3)s2)s1)c1ccco1 | -7% | 0% | 4% | -5 | 1 | -1% | 1% | 20 | -1 | 5%
CCN(CC)CCNC(=O)CS(=O)Cc1nc(-c2ccccc2Cl)oc1C (stereo not drawn) | 11% | 0% | 7%[7.66 µM] | -4 | 0 | 0% | 5% | 7 | 3 | -9%
O=C(NC1(C(F)(F)F)N=C2SCCN2C1=O)C1CCCCC1 (stereo not drawn) | 0% | 0% | 2% | -22 | 6 | 0% | -6% | 15 | 3 | -6%
CCN1CCC(NC(=O)Nc2ccc(F)cc2F)CC1 | -4% | 9% | 20% | -86* | 0 | 7% | 5% | -4 | -7 | 0%
Cc1ccc(-c2nc(C3CCCN(S(=O)(=O)c4ccc(C(F)(F)F)cc4)C3)no2)cc1 (stereo not drawn) | -13% | 15% | 3% | 7 | 0 | -1% | 4% | 7 | 12 | 9%
COc1ccc(OC)c(-c2nc3cc4ccccc4cc3nc2-c2ccccc2)c1 | 5% | 4% | 33% | -1 | -4 | 1% | -1% | . | 3 | -1%
CC(=O)Nc1ccc(NC(=O)CS(=O)(=O)Cc2ccccc2)cc1 | 3% | 9% | 10% | 5 | . | -6% | 3% | 12 | 1 | 6%
O=[N+]([O-])c1ccccc1/C=N/n1c(-c2ccccc2)n[nH]c1=S | 8% | -14% | 11% | 13 | 0 | -1% | -1% | -2 | -6 | ?
COc1cc(/C=N/NC(=O)C2c3ccccc3Oc3ccccc32)ccc1O | 6% | -7% | -3% | 14 | -1 | 4% | 148%[activator] | 1 | 3 | 7%
CCc1ccc(N(CC(=O)NCc2ccco2)C(=O)CCC(=O)Nc2nccs2)cc1 | 2% | 6% | -22% | -1 | -6 | -1% | 1% | 6 | -1 | -4%
O=C(CSc1nnc(-c2cccnc2)o1)Nc1ccccn1 | 1% | 7% | -7% | -10 | 0 | 1% | 0% | -6 | 2 | -2%
COc1cccc(NC(=O)CSc2nnc3c(n2)[nH]c2ccc(C)cc23)c1 | 2% | -7% | ? | -4 | 0 | 3% | 5% | 6 | 2 | 14%
Cc1ccc(NC(=O)CCC(=O)c2cccs2)c(O)c1 | -6% | 27% | 6% | -3 | 1 | 0% | 4% | -6 | 10 | -17%
Cc1ccc(CNC(=O)c2ccc3c(c2)S(=O)(=O)c2ccccc2C3=O)o1 | . | . | -16% | 15 | . | . | -10% | -4 | . | .
CCOC(=O)N1CCN(C(=O)Cc2ccc(-n3c(=O)[nH]c4ccccc4c3=O)cc2)CC1 | -11% | 4% | 0% | 19 | -1 | -2% | 9% | 3 | 1 | 2%

Arranged by SMILES length (high to low): 3 of the compounds above
SMILES | MBNL1-CUG inh | A-T KAP1 phos | a7 integrin act | KCNH2 3.1 inh | FBPA coupling cs | GALK inhibitor | S-ASM inh | KCNH2 WT inh | TRPV1 agonist | CXXC DNA block
O=C(Nc1nnc(CCOCCOCCc2nnc(NC(=O)c3ccco3)s2)s1)c1ccco1 | -7% | 0% | 4% | -5 | 1 | -1% | 1% | 20 | -1 | 5%
COc1ccc(OC)c(-c2nc3cc4ccccc4cc3nc2-c2ccccc2)c1 | 5% | 4% | 33% | -1 | -4 | 1% | -1% | . | 3 | -1%
O=C(Cc1cn2ccsc2n1)Nc1nc2c(s1)CCCC2 | 7% | 4% | 20% | 0 | 5 | 3% | 4% | 6 | -1 | 3%

Screens from PubChem BioAssay.
